TIM10 inh = growth inhibitors of isogenic TIM10 control yeast, primary screen, counter-screen for tim10-1 yeast inhibitor project, luminescence, uHTS. inhibition, % at 10 µM. hit rate 1.4% among 330,000. S. cerevisiae TIM10 strain growth, BacTiter-Glo luminescence, 24 h;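 active = inhibition of 40% or more at the single tested concentration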;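 also: wild-type TIM10 isogenic control strain grown at permissive 25 °C; 0% = DMSO yeast wells and 100% = minimal medium wells without yeast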
NR3A LBD binder = binders of NR3A ligand-binding domain, primary screen, biophysical, differential scanning fluorimetry, uHTS; Tm shift relative to glycine control, % at 25 µM; NR3A LBD differential scanning fluorimetry, Tm shift; 0% = protein alone, 100% = glycine-bound protein; hit rate 2.5% among 340,000; Glutamate receptor ionotropic, NMDA 3A (GRIN3A) ligand-binding domain;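 active = melting temperature shift of at least 10% of the positive control shift, at one fixed dose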
APJ agonist = agonists of human apelin receptor APJ, primary screen, CHO-K1 cells, PathHunter beta-arrestin, luminescence; activation, % at 20 µM; AID 2520, 2010; P35414; 0% DMSO wells, 100% apelin; hit rate 0.11% among 330,000;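 active = activation more than six SD over the plate average, tested at 20 µM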;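 also: 0% = DMSO alone and 100% = apelin-13 at 10 nM; some results filed as inactive read as strong as hits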
Target sequence (P35414 whole entry, looked up): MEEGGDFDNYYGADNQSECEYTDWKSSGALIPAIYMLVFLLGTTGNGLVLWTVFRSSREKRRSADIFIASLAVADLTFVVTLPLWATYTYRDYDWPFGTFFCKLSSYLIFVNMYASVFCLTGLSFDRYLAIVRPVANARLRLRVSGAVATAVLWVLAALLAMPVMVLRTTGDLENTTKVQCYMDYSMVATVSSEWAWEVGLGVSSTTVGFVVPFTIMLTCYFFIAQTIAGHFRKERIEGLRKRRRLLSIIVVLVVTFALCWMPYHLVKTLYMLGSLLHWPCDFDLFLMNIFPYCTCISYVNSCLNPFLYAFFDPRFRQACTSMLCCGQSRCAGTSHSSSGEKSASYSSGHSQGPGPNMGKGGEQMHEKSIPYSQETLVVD
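Test system: CHO-K1 APJ beta-arrestin complementation cell line | Compound: Single test compound dose, 20 µM final, 1% DMSO | Incubation: Compound 90 min 25 °C, reagent 1 h | Measured by: beta-gal luminescence | Read-out basis: APJ–arrestin association signal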
tim23-1 inh = growth inhibitors of tim23-1 mutant yeast, primary screen, luminescence, uHTS | AID 463212, 2010 | inhibition, % at 20 µM | S. cerevisiae tim23-1 growth, BacTiter-Glo luminescence, 24 h | hit rate 1.3% among 330,000;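 active = growth inhibition of the mutant yeast at or above 50%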;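 also: temperature-sensitive mutant grown at 25 °C; plate controls were DMSO-treated mutant yeast for no effect and medium wells lacking yeast for full effect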
MPTP block = mitochondrial permeability transition pore inhibitors, primary screen, biochemical, isolated mouse mitochondria, absorbance; Ca2+ swelling absorbance, 30 min; inhibition, % at 10 µM; hit rate 1.4% among 360,000; AID 602449, 2012;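 active = inhibition of 50% or more, scaled per plate between neutral and stimulator controls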;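 also: 0% = DMSO wells given calcium and 100% = 1 mM EGTA wells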
APJ antag = antagonists of human apelin receptor APJ, primary screen, CHO-K1 cells, beta-arrestin complementation, luminescence; P35414; hit rate 0.32% among 330,000; AID 2521, 2010; inhibition, % at 20 µM;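 active = inhibition above about 40% at 20 µM, limit read from the data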;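 also: cells challenged with 10 nM apelin-13 agonist together with compound; plate controls were apelin-13 plus DMSO wells for no effect and DMSO wells lacking apelin-13 for full effect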
tim10-1 inh = growth inhibitors of tim10-1 mutant yeast, primary screen, luminescence, uHTS; S. cerevisiae tim10-1 ts strain growth, BacTiter-Glo, 24 h; inhibition, % at 20 µM; hit rate 2.2% among 330,000;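 active = inhibition of at least 40%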;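 also: mutant grown at 25 °C; 0% = DMSO wells with yeast and 100% = wells holding no yeast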
MIN6 prolif = inducers of MIN6 beta-cell proliferation, primary screen, ATP luminescence, uHTS; hit rate 0.29% among 330,000; proliferation, % at 10 µM; MIN6 cells proliferation, ATPlite luminescence, 48 h; cells starved in 0.2% serum; 100% = growth in 10% serum;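 active = compounds whose signal lies at least 3.5 SD above the mean of all wells on their plate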;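 also: 0% = DMSO-treated cells in low-serum medium and 100% = 10% serum control; some compounds called inactive have numbers as strong as hits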
NALP3 yeast inh = NALP3 inflammasome inhibitors in reconstituted yeast, primary screen, luminescence, uHTS | Yeast reconstituted NLRP3/ASC/caspase-1, beta-gal luminescence, 24 h | inhibition, % at 10 µM | hit rate 0.39% among 330,000;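 active = inhibition of 50% or more; inactive = inhibition below 50%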;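 also: plate controls were induced DMSO wells for no effect and uninduced yeast grown without galactose for full effect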
The depositor's hits bear a star; . = no result given. Rows are unselected; overall some 7.2% were active at least once.

SMILES	TIM10 inh	NR3A LBD binder	APJ agonist	tim23-1 inh	MPTP block	APJ antag	tim10-1 inh	MIN6 prolif	NALP3 yeast inh
COc1ccc(NC(=O)CCN2C(=O)C3CC=C(Cl)CC3C2=O)cc1 (centres undefined)	9	32*	-3	2	0.0	-6	-9	1	-1
CCCCn1c(N)c(N(C)C(=O)C2CC(=O)N(Cc3ccco3)C2)c(=O)[nH]c1=O (centres undefined)	-6	0	1	7	-2.0	13	4	-3	13
Cc1cc(Cl)ccc1C(=O)C1CCCN(C(=O)c2cc(C(C)C)no2)C1 (centres undefined)	-10	0	-4	26	-0.9	2	26	-2	17
CCCCNC(=O)C1CC(=O)N(c2ccc(OC)cc2)C1c1ccc(OC)cc1 (centres undefined)	3	1	8	14	-0.6	-11	8	0	15
O=C(COC(=O)COc1ccccc1F)Nc1ccc2c(c1)OCO2	0	-2	-4	-3	-0.6	-16	4	-4	3
Cc1c(C(=O)NCCc2ccccc2)oc2ccc(S(=O)(=O)N3CCOCC3)cc12	3	-11	7	29	-2.6	-20	19	-3	18
NC(=O)CCN(Cc1ccccc1)S(=O)(=O)c1ccccc1	3	0	-6	7	1.6	2	9	-1	18
COc1ccccc1OCc1ccc(C(=O)N2CCN(C(=O)c3ccco3)CC2)cc1	10	2	-3	15	-7.5	8	15	1	16
CCCCC1=CC2=CC(=O)C(C)(OC(=O)CC)C(=O)C2=CN1Cc1ccco1 (centres undefined)	9	-6	13	14	-1.4	-37	9	-4	14
O=C(CNCCc1ccccc1)Nc1ccc(C(=O)N2CCCCC2)cc1	17	-2	1	16	-0.1	-1	13	-1	16
Cc1cccc(CC(=O)Nc2cc(C)c3c(=O)oc4ccccc4c3n2)c1	-1	-1	-2	10	0.9	-1	3	-3	11
O=C(O)/C=C/c1cn(Cc2ccccc2Cl)nc1-c1ccccc1	-4	-1	-1	11	-0.7	-18	5	4	5
CCN(CC(=O)Nc1c(F)cccc1F)C(=O)c1cc2ccccc2oc1=O	2	-1	1	-1	-2.4	10	-4	-5	9
Cn1cccc1Cc1nnc(SCC(=O)NCCc2ccccc2)n1-c1ccc(F)cc1	10	1	-2	12	-1.1	6	12	5	6
CC1(C)O[C@@H]2[C@H](O1)[C@@H](CO)O[C@H]2n1c(N2CCCCC2)nc2c(N)ncnc21	-3	-1	-2	21	-0.1	4	11	2	-4
NC(=O)[C@H]1CC2(CC(c3cccc(NC(=O)[C@H]4CCC(=O)N4)c3)=NO2)CN1C(=O)CC(c1ccccc1)c1ccccc1 (some centres undefined)	-1	1	1	-1	.	-67	-8	-1	11
COc1ccc(S(=O)(=O)N2CCOCC2)cc1NC(=O)Cc1sc(C)nc1-c1ccc(F)cc1	-2	1	9	-4	-1.2	4	-8	8	25
C=CC[C@@H](CC(=O)N[C@@H](CO)Cc1ccccc1)C(=O)N[C@@H](COC(=O)[C@@H](CC=C)Cc1ccc(F)cc1)Cc1ccccc1	0	0	1	28	1.1	-21	15	-4	12
O=C(/C=C/c1ccc(O)c(O)c1)NC(=O)c1ccccc1O	-3	8	-5	11	-0.9	-35	4	-4	18
CCOC(=O)c1c(NC(=O)c2cc(-c3ccc(O)cc3)on2)sc(C(C)=O)c1C	-3	0	-2	-5	0.7	2	9	-5	-1
O=C(COC(=O)c1cc(Br)ccc1O)Nc1ccc2c(c1)OCCO2	-9	-4	1	-10	-1.5	16	-23	1	17
COc1ccccc1N1CCN(/N=C/c2ccc(C(=O)O)cc2)CC1	9	2	-3	10	0.9	10	-2	0	8
CCOC(=O)c1cnc(-n2cc(C)cn2)nc1Nc1ccccc1OC	20	5	-1	28	6.7	-1	8	1	10
Fc1ccc(-c2csc(Nc3ccccn3)n2)cc1	9	-3	0	54*	0.3	-27	18	-5	20
Cc1nc(N2CCN(c3ccccc3)CC2)[nH]c(=O)c1Cc1ccccc1	-18	0	-2	1	4.7	-23	19	-2	-11

12 structures from above, ordered by molecular weight, rising:
SMILES	TIM10 inh	NR3A LBD binder	APJ agonist	tim23-1 inh	MPTP block	APJ antag	tim10-1 inh	MIN6 prolif	NALP3 yeast inh
Fc1ccc(-c2csc(Nc3ccccn3)n2)cc1	9	-3	0	54*	0.3	-27	18	-5	20
O=C(/C=C/c1ccc(O)c(O)c1)NC(=O)c1ccccc1O	-3	8	-5	11	-0.9	-35	4	-4	18
COc1ccccc1N1CCN(/N=C/c2ccc(C(=O)O)cc2)CC1	9	2	-3	10	0.9	10	-2	0	8
O=C(COC(=O)COc1ccccc1F)Nc1ccc2c(c1)OCO2	0	-2	-4	-3	-0.6	-16	4	-4	3
CCOC(=O)c1cnc(-n2cc(C)cn2)nc1Nc1ccccc1OC	20	5	-1	28	6.7	-1	8	1	10
Cc1cccc(CC(=O)Nc2cc(C)c3c(=O)oc4ccccc4c3n2)c1	-1	-1	-2	10	0.9	-1	3	-3	11
COc1ccc(NC(=O)CCN2C(=O)C3CC=C(Cl)CC3C2=O)cc1 (centres undefined)	9	32*	-3	2	0.0	-6	-9	1	-1
CCCCC1=CC2=CC(=O)C(C)(OC(=O)CC)C(=O)C2=CN1Cc1ccco1 (centres undefined)	9	-6	13	14	-1.4	-37	9	-4	14
CCCCn1c(N)c(N(C)C(=O)C2CC(=O)N(Cc3ccco3)C2)c(=O)[nH]c1=O (centres undefined)	-6	0	1	7	-2.0	13	4	-3	13
O=C(COC(=O)c1cc(Br)ccc1O)Nc1ccc2c(c1)OCCO2	-9	-4	1	-10	-1.5	16	-23	1	17
CCOC(=O)c1c(NC(=O)c2cc(-c3ccc(O)cc3)on2)sc(C(C)=O)c1C	-3	0	-2	-5	0.7	2	9	-5	-1
C=CC[C@@H](CC(=O)N[C@@H](CO)Cc1ccccc1)C(=O)N[C@@H](COC(=O)[C@@H](CC=C)Cc1ccc(F)cc1)Cc1ccccc1	0	0	1	28	1.1	-21	15	-4	12

(listing goes on)
SMILES	TIM10 inh	NR3A LBD binder	APJ agonist	tim23-1 inh	MPTP block	APJ antag	tim10-1 inh	MIN6 prolif	NALP3 yeast inh
COc1ccc(/C=N/Nc2ncnc3sc4c(c23)CCCC4)cc1O	40	-3	-2	42	1.6	-23	41*	1	19
O=C1C=C(c2cc3ccccc3s2)C[C@@H](c2ccc(Cl)cc2)C1	-1	-3	-2	23	-1.0	13	0	-4	26
CCOC(=O)[C@H]1[C@H]2COc3ccc(Br)cc3[C@@H]2N2C(=O)N(c3ccc(F)cc3)C(=O)[C@@]12C	19	-7	0	46	-1.0	2	23	-6	-1
O=C1NC(=Nc2ccccc2)S/C1=C/c1cccs1	49*	-4	-1	62*	8.2	11	26	-3	44
CCN(C(=O)Cn1nc(C)c([N+](=O)[O-])c1C)C1CCS(=O)(=O)C1 (centres undefined)	4	0	-5	-8	-0.5	16	-3	0	5
CN1CCN(C(=O)C2=C[C@@H](c3ccccc3)C[C@@H](OCCCCO)O2)CC1	-8	-2	-1	1	-0.1	3	15	-2	19
Cc1nnc(N(Cc2ccccc2)C(=O)c2cnccn2)s1	0	2	3	16	-0.9	17	5	0	18
COc1ccc(/C=C/C(=O)N2CCN(S(=O)(=O)c3ccccc3Br)CC2)cc1OC	13	0	2	16	-0.8	1	13	2	3
Cc1ccc2c(c1)nnn2C1CCN(CC(=O)N(c2ccccc2)c2ccccc2)CC1	11	-3	-3	3	2.7	7	-12	1	16
Cc1ccc2cc(C)c(SCC(=O)NCc3ccco3)nc2c1	32	-5	-3	35	0.4	6	36	0	31
CC(C)(Oc1ccc(Cl)cc1)C(=O)N1CCC(C(N)=O)CC1	-6	0	1	-4	0.1	-2	18	-1	6
O=C(OCc1nc2scc(-c3ccccc3)c2c(=O)[nH]1)c1ccco1	7	1	-1	35	-1.1	20	32	3	24
CCOc1ccc2nc(NCCCO)[nH]c2c1	-2	1	-3	-4	-0.5	18	2	-2	7
O=C(NCCCc1ccccc1)C(=O)NCC1OCCN1S(=O)(=O)c1ccc(F)cc1 (centres undefined)	8	-2	-6	18	0.1	-6	10	-2	8
CC(C)(C)C1=Nn2c(nnc2C2CCCCC2)SC1	3	-1	-3	29	-1.5	2	32	4	3
CCn1c(C)nc2cc(C(=O)NNC(=O)Nc3ccc(Cl)cc3)ccc21	-8	-1	3	6	-1.2	-10	14	-2	27
C=CCNC(=O)C1CCN(c2cc(C)nc(-c3ccccc3)n2)CC1	6	4	-2	5	0.6	8	14	-1	10
O=C(CCCCCn1c(=S)[nH]c2ccsc2c1=O)NC1CCCCC1	10	5	-5	10	-0.6	27	29	-2	18
Cc1[nH]nc2c1C(C(C)c1ccccc1)C(C#N)=C(N)O2 (centres undefined)	10	1	-1	-7	0.3	-2	1	-3	13
CCN(CC(=O)Nc1ccc(OC)cc1)C(=O)Cc1cccs1	1	-2	-1	6	0.0	9	4	0	6
Cc1cc(-c2ccccc2)oc(=O)c1NC(=O)c1ccccc1	-18	0	-3	-5	-0.2	-12	3	-2	30
C=C(C)CC(NCc1ccco1)c1ccc(OC)cc1 (centres undefined)	-20	-8	-1	10	0.9	-23	22	0	20
CN=c1scc(-c2cccs2)n1/N=C/c1ccccc1O	8	-5	1	4	0.4	-5	12	0	32
Cc1c(C(C)O)nnn1-c1nonc1N (centres undefined)	2	1	2	7	-0.4	15	14	0	0
CCOc1ccc(S(=O)(=O)N/N=C(\C)Cc2ccc(OC)cc2)cc1	-2	-1	-1	7	-1.3	3	-13	-2	8
SMILES	TIM10 inh	NR3A LBD binder	APJ agonist	tim23-1 inh	MPTP block	APJ antag	tim10-1 inh	MIN6 prolif	NALP3 yeast inh
O=C(Nc1c(F)cc(F)cc1Br)c1cc(-c2ccc(O)cc2)on1	-9	-8	-1	48	92*	-5	8	-3	35
COc1cc(OC)c(OC)cc1CNC1CCCCCC1	-10	2	-4	1	-0.4	-12	1	2	17
COC(=O)c1sccc1NC(=O)CSc1cc(Cl)ccc1Cl	-10	1	-3	21	0.5	7	11	-3	22
O=C(Nc1ccccn1)c1sc2cccc(F)c2c1Cl	-12	-2	-2	-4	1.9	2	5	-6	6
COc1ccc(N(C(=O)c2ccncc2)S(=O)(=O)c2ccc(F)cc2)cc1	-28	.	7	-106	2.0	1	-45	-1	23
CCO/C=C1/C(=O)N(C)C(=O)c2cc(OC)ccc21	2	-11	-2	19	0.6	11	6	-2	8
CCOc1ccc(OCCC(=O)OCC(=O)N2CCN(c3ccc(OC)cc3)CC2)cc1	0	0	-4	-7	-0.6	3	-8	-3	2
Cc1ccc(OCc2nnc(NC(=O)c3cccnc3)s2)cc1	17	0	1	8	-0.6	-23	6	0	4
Cc1ccc(CNC(=O)COc2ccc(S(=O)(=O)N3CCCC3)cc2)cc1	-3	-1	1	11	1.6	-9	12	2	16
